Compound activity deposited in PubChem BioAssay by Broad Institute.
RAD54 branch = inhibitors of human RAD54 branch migration, primary screen, biochemical, fluorescence, single point; 0.14% of 360,000 active; RAD54 Holliday junction branch migration, FAM/BHQ fluorescence; DNA repair and recombination protein RAD54-like (Homo sapiens), Q92698; inhibition, % at 10.4 µM;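 active = mean normalized replicate activity at least 40 and at least half of replicates scoring 40 or more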;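 also: 0% = median of neutral control wells and 100% = median of positive control wells; inhibitors cause a drop in the FAM fluorescence signal; in these data hits start at about 50%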
Target sequence (Q92698 whole entry, looked up): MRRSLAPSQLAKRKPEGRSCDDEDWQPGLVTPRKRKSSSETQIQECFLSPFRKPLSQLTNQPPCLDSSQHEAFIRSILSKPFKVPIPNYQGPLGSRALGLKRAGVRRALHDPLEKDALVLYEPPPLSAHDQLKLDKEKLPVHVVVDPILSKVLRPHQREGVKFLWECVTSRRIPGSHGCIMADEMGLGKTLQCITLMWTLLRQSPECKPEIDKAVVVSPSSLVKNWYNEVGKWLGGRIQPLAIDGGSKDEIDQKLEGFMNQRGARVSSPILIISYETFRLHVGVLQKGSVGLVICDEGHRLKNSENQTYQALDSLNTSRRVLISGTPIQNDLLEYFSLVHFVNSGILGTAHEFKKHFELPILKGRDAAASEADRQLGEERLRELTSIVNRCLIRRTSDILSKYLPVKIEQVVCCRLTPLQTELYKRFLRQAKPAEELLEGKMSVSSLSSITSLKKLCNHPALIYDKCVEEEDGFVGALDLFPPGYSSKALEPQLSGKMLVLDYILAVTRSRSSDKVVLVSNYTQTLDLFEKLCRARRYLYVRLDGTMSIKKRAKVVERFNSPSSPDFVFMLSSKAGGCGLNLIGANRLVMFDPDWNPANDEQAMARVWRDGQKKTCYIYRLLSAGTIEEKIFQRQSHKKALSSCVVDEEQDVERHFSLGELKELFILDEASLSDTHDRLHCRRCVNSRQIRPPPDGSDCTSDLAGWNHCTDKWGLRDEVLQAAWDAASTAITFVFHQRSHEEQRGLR
esBAF inh = Bmi1 luciferase reporter increase in mESCs, primary screen, esBAF inhibitor project, mouse ES cells, Bmi1 luciferase knock-in, single point; 24 h; 100% = twice the neutral-well signal; 2% of 350,000 active; reporter increase, % at 12.5 µM; in the data active = activation above about 40%;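 also: 0% = median of the plate's neutral control wells and 100% = double that signal; a rise in the Bmi1 reporter signal indicates esBAF inhibition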
FN deposition inh = inhibitors of fibronectin matrix deposition, primary screen, AH1F cells, Alexa488-fibronectin fluorescence, plate reader. AH1F fibroblasts, overnight. inhibition, % at 12.6 µM. 0.086% of 350,000 active. AID 743247, 2014;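 active = mean inhibition across replicates of 30% or more, regardless of how many single replicates reach that level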;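 also: positive control wells lacked labelled fibronectin entirely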
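Material – AH1F fibroblast monolayer, labelled fibronectin deposition · Reagent – labelled fibronectin 24 nM · Timing – 1 h adhesion, overnight exposure · Measured by – fluorescence at 485 nm excitation, 525 nm emission · Read-out – inhibition of fibronectin deposition signal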
* hit, by the source's call. Only part of the results is shown; rates above refer to the full screens.

no. | Molecule | RAD54 branch | esBAF inh | FN deposition inh
1 | Cc1ccc(-c2nc(S(=O)(=O)c3ccc(F)cc3)c(SCC(=O)NCC3CCCO3)o2)cc1 (centres undefined) | -6 | 1 | 3
2 | Cc1cc2c(=O)n(Cc3ccco3)c(SCC(=O)NCc3ccco3)nc2s1 | -2 | 2 | 1
3 | NC(=S)Nc1cccc2cc3ccccc3cc12 | -4 | 34 | -3
4 | OC(COCc1ccccc1)Cn1cnc2ccccc21 (centres undefined) | -6 | 8 | -1
5 | CCc1c(C(=O)Nc2ccc(OC)cc2)[nH]c(C)c1C(C)=O | 5 | 29 | -13
6 | Cc1cccc(COc2ccccc2/C=N/Nc2ccc([N+](=O)[O-])cc2)c1 | 0 | -2 | 2
7 | CC(=O)N1CCCc2cc(S(=O)(=O)N(C)Cc3ccccc3)ccc21 | -12 | 1 | 9
8 | COc1cccc(/C=N/n2c(CO)nc3ccccc32)c1OC | -3 | 4 | 5
9 | CCNS(=O)(=O)c1ccc(NS(C)(=O)=O)cc1 | -6 | -1 | 2
10 | CC1(C)NC(=O)N(CNc2cc(Cl)ccc2Cl)C1=O | 0 | -6 | -1
11 | Cc1cc([N+](=O)[O-])nn1CC(=O)NNC(=S)Nc1ccc(Cl)cc1 | 2 | 0 | 4
12 | O=C(OCc1ccccc1Cl)c1ccc(-n2cnnc2)cc1 | -9 | 1 | 3
13 | Nn1c(SCc2nc3ccccc3[nH]2)nnc1C1CCCCC1 | 2 | 3 | 0
14 | CCCCNC(=O)CC1N=C2c3ccccc3N=C(SCC(=O)Nc3ccccc3C)N2C1=O (centres undefined) | -3 | 0 | 12
15 | Cc1nc(N2CCN(Cc3ccccc3)CC2)nc2c1C(=O)CC(C)C2 (centres undefined) | -11 | -9 | -10
16 | N#CC1=C(N)Oc2n[nH]c(-c3cccs3)c2C1c1cccnc1 (centres undefined) | 16 | 0 | 0
17 | Cc1ccc2nc3c(cc(C#N)c(=O)n3-c3nccs3)c(=O)n2c1 | -7 | 2 | -8
18 | CCOc1ccc(C(F)(F)F)cc1NC(=O)COc1ccc(C(F)(F)F)cc1[N+](=O)[O-] | -3 | -14 | 4
19 | COc1cc(O)oc1C=Nc1ccccc1 | -7 | 11 | -11
20 | COc1cc(CN2C(=O)C(NC(=O)c3ccco3)(C(F)(F)F)C3=C2CC(C)(C)CC3=O)cc(OC)c1 (centres undefined) | 9 | -9 | -2
21 | CCOc1cc(C)nc(N2CCN(C3CCCCC3)CC2)n1 | -2 | -4 | 3
22 | Cc1sc2c(c1C)c(=O)nc1scc(CC(=O)O)n12 | 2 | -6 | -4
23 | COc1cc(C)c(S(=O)(=O)n2nnc3ccccc32)cc1C | -17 | -6 | -4
24 | CCN(CC)CCNC(=O)CCn1c(=S)[nH]c2cc3c(cc2c1=O)OCO3 | 6 | -9 | 4
25 | COc1ccc(CCCc2nnc(SCC(=O)Nc3cc(C)c(C)cc3Br)o2)cc1 | -9 | -6 | 9
26 | Cc1cc(C)c(C)c(OCc2nc(-c3cccnc3)no2)c1 | 6 | 10 | -19
27 | CN(CC(=O)Nc1cccc2c1CCCC2)S(=O)(=O)c1ccc(Br)cc1 | 4 | -7 | -4
28 | Cc1cc(C)c(N2C(=NC(=O)CCCC(=O)O)SC3CS(=O)(=O)CC32)c(C)c1 (centres undefined) | 2 | -4 | 0
29 | CC(=O)c1sc2nc(-c3cccs3)ccc2c1N | 7 | 65* | 10
30 | CCN(CC)c1nc2ccccc2n2cnnc12 | 15 | -1 | 1
31 | Cc1ccc(Nc2nc(CSc3nnnn3-c3ccccc3)cc(=O)[nH]2)cc1 | 21 | -4 | -7
32 | Cc1cc(C)cc(OCc2ccc(C(=O)O)o2)c1 | -3 | -8 | 0
33 | COc1cc(C(=O)N2CCN(C/C=C/c3ccccc3)CC2)cc(OC)c1OC | 10 | 2 | 6
34 | COc1ccccc1N1CCN(C(=O)C(C)N(c2ccccc2)S(C)(=O)=O)CC1 (centres undefined) | -3 | -6 | 3
35 | Cc1ccc(C(=O)/C=C/c2cn(CN3CCN(C)CC3)c3ccccc23)cc1 | 3 | 55* | 4
36 | CCNC(=O)COc1cccc2ccccc12 | 3 | -10 | 6
37 | Cc1ccc(S(=O)(=O)NC2=NCN(C3CCCCC3)CN2)cc1 | 12 | 0 | 3
38 | COc1ccccc1C(=O)Nc1ccc(Oc2ncnc3sc(-c4ccccc4)cc23)cc1 | -2 | 3 | -6
39 | CCOC(=O)c1c(-c2cccs2)csc1NC(=O)CC(C)C | -17 | 1 | -2
40 | COc1cc2nc(N3CCNCC3)nc(N)c2cc1OC | 64* | -4 | -1
41 | CCOC(=O)c1cccc(NC(=O)CN2CCN(c3ccc(OC)cc3)CC2)c1 | 1 | -7 | 0
42 | CC1(c2ccc(OC(F)F)cc2)NC(=O)N(CC(=O)Nc2ccc3c(c2)OCO3)C1=O (centres undefined) | -3 | -5 | 3
43 | CCc1ccccc1N(C(=O)Cn1nnc2ccccc21)C(C(=O)NCCOC)c1ccco1 (centres undefined) | -10 | 0 | -4
44 | CCOc1cccc(=O)c2c(C)n(Cc3ccco3)c(C)c12 | 0 | 1 | -7
45 | C#CCSc1nnc(-c2sc(-c3ccccc3)nc2C)n1C | -3 | 19 | -10
46 | CSC1=NCCN1C(=O)c1ccc2c(c1)OCO2 | -3 | 5 | -1
47 | CCCCC(CC)COC1(c2ccccc2)OC(=O)c2ccccc21 (centres undefined) | -6 | -1 | 8
48 | C=CCOc1ccc(/C=N/n2cncn2)cc1OC | 0 | -2 | -5
49 | Cc1cc(C)nc(N(C#N)Cc2ccccc2)n1 | -4 | -8 | 3
50 | Cc1ccc(NCc2nnc(SCc3ccc(C#N)cc3)n2Cc2ccco2)c(C)c1 | 5 | -5 | 15

Compounds 26 through 43 of the list above:
no. | Molecule | RAD54 branch | esBAF inh | FN deposition inh
26 | Cc1cc(C)c(C)c(OCc2nc(-c3cccnc3)no2)c1 | 6 | 10 | -19
27 | CN(CC(=O)Nc1cccc2c1CCCC2)S(=O)(=O)c1ccc(Br)cc1 | 4 | -7 | -4
28 | Cc1cc(C)c(N2C(=NC(=O)CCCC(=O)O)SC3CS(=O)(=O)CC32)c(C)c1 (centres undefined) | 2 | -4 | 0
29 | CC(=O)c1sc2nc(-c3cccs3)ccc2c1N | 7 | 65* | 10
30 | CCN(CC)c1nc2ccccc2n2cnnc12 | 15 | -1 | 1
31 | Cc1ccc(Nc2nc(CSc3nnnn3-c3ccccc3)cc(=O)[nH]2)cc1 | 21 | -4 | -7
32 | Cc1cc(C)cc(OCc2ccc(C(=O)O)o2)c1 | -3 | -8 | 0
33 | COc1cc(C(=O)N2CCN(C/C=C/c3ccccc3)CC2)cc(OC)c1OC | 10 | 2 | 6
34 | COc1ccccc1N1CCN(C(=O)C(C)N(c2ccccc2)S(C)(=O)=O)CC1 (centres undefined) | -3 | -6 | 3
35 | Cc1ccc(C(=O)/C=C/c2cn(CN3CCN(C)CC3)c3ccccc23)cc1 | 3 | 55* | 4
36 | CCNC(=O)COc1cccc2ccccc12 | 3 | -10 | 6
37 | Cc1ccc(S(=O)(=O)NC2=NCN(C3CCCCC3)CN2)cc1 | 12 | 0 | 3
38 | COc1ccccc1C(=O)Nc1ccc(Oc2ncnc3sc(-c4ccccc4)cc23)cc1 | -2 | 3 | -6
39 | CCOC(=O)c1c(-c2cccs2)csc1NC(=O)CC(C)C | -17 | 1 | -2
40 | COc1cc2nc(N3CCNCC3)nc(N)c2cc1OC | 64* | -4 | -1
41 | CCOC(=O)c1cccc(NC(=O)CN2CCN(c3ccc(OC)cc3)CC2)c1 | 1 | -7 | 0
42 | CC1(c2ccc(OC(F)F)cc2)NC(=O)N(CC(=O)Nc2ccc3c(c2)OCO3)C1=O (centres undefined) | -3 | -5 | 3
43 | CCc1ccccc1N(C(=O)Cn1nnc2ccccc21)C(C(=O)NCCOC)c1ccco1 (centres undefined) | -10 | 0 | -4

The list continues.
no. | Molecule | RAD54 branch | esBAF inh | FN deposition inh
51 | COCCNC(=O)C(c1ccc(C)o1)N(C(=O)c1snc(C(N)=O)c1N)c1ccc(C)cc1 (centres undefined) | -6 | 7 | 1
52 | O=C(Cn1cnc2sc(-c3ccccc3)cc2c1=O)N1CCOCC1 | -5 | 19 | -10
53 | Cc1ccc(S(=O)(=O)N2CCC(C(=O)OC(C)C(=O)NCc3ccc4c(c3)OCO4)CC2)cc1 (centres undefined) | -3 | -3 | 7
54 | Cn1c(-c2ccc(Cl)cc2)cnc1N | 5 | 0 | -10
55 | O=C(CSc1nnc2c(Cl)cc(Cl)cn12)N1CCN(S(=O)(=O)c2ccccc2)CC1 | -7 | 6 | -1
56 | COC(=O)c1ccc(C(=O)OC)c(NC(=O)CSc2ccccn2)c1 | -3 | -6 | -5
57 | Cc1cc(NCCCn2ccnc2)n2c(nc3ccccc32)c1C#N | -13 | -11 | -8
58 | CC(C)CNC(=O)C1C2C=CC(C2)C1C(=O)O (centres undefined) | 3 | -13 | 7
59 | CN(C)CCCNC(=O)C1CCNCC1 | 10 | 0 | 5
60 | Cc1onc(-c2c(F)cccc2Cl)c1C(=O)N1C=CC(C(F)(F)Cl)=NCC1 | 0 | -5 | 7
61 | CC1CN(C2CCN(S(=O)(=O)c3ccc4ccccc4c3)CC2)CC(C)O1 (centres undefined) | -12 | 0 | 3
62 | Cc1c(Nc2ncnc3c2cnn3-c2ccccc2)c(=O)n(-c2ccccc2)n1C | -2 | 2 | -3
63 | Cc1ccc(C)c(S(=O)(=O)N2CC(=O)Nc3ccccc32)c1 | -1 | -6 | 13
64 | Cc1cc(NC(=O)c2ccccc2Cl)c(C(C)C)cc1O | -16 | 4 | -2
65 | CCOC(=O)N1CCN(C(=O)c2cccn3c(=O)c4sccc4nc23)CC1 | -1 | 0 | -6
66 | CC1Cc2ccccc2N1C(=O)CSc1nc2ccccc2o1 (centres undefined) | 2 | 14 | -2
67 | CCOC(=O)Cc1c(C)c2c(C)nn(-c3ccccc3)c2oc1=O | -7 | 5 | 0
68 | Cn1c(=O)cc(OCCCC(=O)N2CCN(c3ccccn3)CC2)c2ccccc21 | 1 | 1 | -5
69 | CSc1ccc(S(=O)(=O)Nc2ccc3c4c(cccc24)CC3)cc1 | -2 | -7 | 1
70 | Cc1ccc(C)c(S(=O)(=O)Nc2ccc3sc(C)nc3c2)c1 | -10 | 5 | -5
71 | Oc1ccc2ccccc2c1/C=N/Nc1nnc(-c2ncc[nH]2)c2ccccc12 | -32 | -57 | 3
72 | COc1ccc(N2C(=O)C(Cl)=C(N(CCO)Cc3ccccc3)C2=O)cc1 | -2 | -1 | 0
73 | CC(C)OCCCNC(=O)c1ccc(NS(C)(=O)=O)cc1 | 7 | 1 | 10
74 | CCCc1[nH]c(=O)c(C#N)c2c1COC(C)(C)C2 | 2 | -4 | -2
75 | CCNc1nc(N)c(C(=O)c2ccc(Cl)s2)s1 | 9 | 43* | 21
76 | Cc1ccc(NC2=CC(=O)C(=O)c3ccccc32)cc1 | 4 | 40 | -5
77 | CC(C)CN(C(=O)CSc1nnc2c(Cl)cc(C(F)(F)F)cn12)C1CCS(=O)(=O)C1 (centres undefined) | 10 | -4 | 2
78 | Cc1cccc(OCCc2nnc(N)s2)c1C | 11 | -2 | 8
79 | Cc1ccc(-n2nc3cc(Cl)c(NC(=O)c4ccco4)cc3n2)cc1 | -7 | 33 | -3
80 | Cc1nc2ncnn2c(C)c1CCC(=O)N1CCOCC1 | 8 | -3 | -9
81 | CN(C)CCCNCCCCNC(=O)/C=N/O | 2 | -2 | -18
82 | CCCn1nnnc1SCC(=O)c1ccc(NC(C)=O)cc1 | 5 | -6 | -1
83 | COc1ccc(N2C(=O)C3CCCN3C2c2ccc(C)o2)cc1Cl (centres undefined) | -2 | -6 | -7
84 | O=C(NCc1ccccc1)c1cnc(-c2ccccn2)nc1C(F)(F)F | 3 | 8 | -3
85 | COc1ccc(OCCc2nnc(N)s2)cc1 | 2 | 8 | -1
86 | Cc1cc(C)c(C)c(S(=O)(=O)N2CCN(C(=O)c3cc(=O)[nH]c4ccccc34)CC2)c1C | -13 | -7 | -1
87 | N#Cc1ccc2ccn(CC(=O)NCc3ccco3)c2c1 | -4 | -7 | -6
88 | CCC(=O)NC(=S)NNC(=O)c1ccc([N+](=O)[O-])cc1 | -3 | -11 | -8
89 | CCOC(=O)N1CCC(Nc2c(Nc3cccc(CC)c3)c(=O)c2=O)CC1 | 2 | -9 | -4
90 | CC(C)(C)NC(=O)c1ccnc(C(C)(C)C)c1 | 0 | -5 | -2
91 | O=C(CCn1c(=O)oc2ccccc21)Nc1ccon1 | -5 | -3 | -4
92 | C=CCn1c(O)c(C(CC)=Nc2ccccc2NC(=O)CC)c(=O)[nH]c1=O | -1 | 2 | -3
93 | CCOc1cccc(Nc2cc3n(c(=O)n2)CCc2cc(OC)c(OC)cc2-3)c1 | 8 | -7 | 9
